Bioassay records as filed in PubChem BioAssay.
EPAC2 agonist: agonists of human EPAC2 (RAPGEF4); Q8WZA2; EPAC2 activation, biochemical qHTS; response scale: 100% = 6.5 mM cAMP response; Potency, µM (highest dose often 154 µM), for inactives: top-dose activation, actives largely listed as activators; hit rate 0.079% among 360,000; note: potency is the fitted concentration of half-maximal effect; nearly all actives have a fitted effect of over 50% in size
Target sequence (Q8WZA2 whole entry, looked up): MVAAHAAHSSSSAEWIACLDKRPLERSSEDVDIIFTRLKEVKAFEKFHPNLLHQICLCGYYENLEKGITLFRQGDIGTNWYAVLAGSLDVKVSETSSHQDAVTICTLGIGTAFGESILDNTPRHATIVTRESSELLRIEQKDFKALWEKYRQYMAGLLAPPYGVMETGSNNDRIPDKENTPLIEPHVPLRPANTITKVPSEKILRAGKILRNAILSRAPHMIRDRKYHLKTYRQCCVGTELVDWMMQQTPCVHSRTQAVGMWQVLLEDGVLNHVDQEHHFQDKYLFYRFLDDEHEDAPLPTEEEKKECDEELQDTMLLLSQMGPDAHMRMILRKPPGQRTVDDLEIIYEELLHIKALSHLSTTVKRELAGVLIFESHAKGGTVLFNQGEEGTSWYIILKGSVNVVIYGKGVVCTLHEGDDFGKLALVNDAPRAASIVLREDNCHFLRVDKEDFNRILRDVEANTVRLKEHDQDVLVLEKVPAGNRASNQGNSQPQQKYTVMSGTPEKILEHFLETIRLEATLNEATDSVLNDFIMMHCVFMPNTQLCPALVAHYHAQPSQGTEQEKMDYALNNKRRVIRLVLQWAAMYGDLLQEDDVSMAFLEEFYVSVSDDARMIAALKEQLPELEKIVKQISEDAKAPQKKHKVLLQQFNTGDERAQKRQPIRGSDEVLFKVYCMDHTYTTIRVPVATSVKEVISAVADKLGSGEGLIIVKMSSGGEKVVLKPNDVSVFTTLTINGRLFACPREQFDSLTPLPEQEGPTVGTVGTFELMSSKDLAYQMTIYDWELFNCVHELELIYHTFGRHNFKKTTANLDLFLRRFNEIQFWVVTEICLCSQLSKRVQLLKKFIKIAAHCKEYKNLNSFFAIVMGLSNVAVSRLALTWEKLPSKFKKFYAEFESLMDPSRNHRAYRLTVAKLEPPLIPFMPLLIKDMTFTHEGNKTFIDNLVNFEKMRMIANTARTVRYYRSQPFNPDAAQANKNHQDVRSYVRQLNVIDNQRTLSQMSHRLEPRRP
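EPAC2 (100 nM) mixed with Rap1B loaded with BODIPY-GDP (250 nM) plus 50 uM unlabeled GDP; compounds pinned in, 5 min RT, then read every 5 min for 30 min (ex 480, em 540 nm). Normalized to cAMP control.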
FUS suppressor: rescues growth of FUS-expressing yeast | S. cerevisiae FUS-expressing, growth rescue, OD600, 24 h | Potency, µM (series often up to 76.6 µM), for the others: at the highest dose growth rescue (activation), hits mostly activators | hit rate 0.24% among 390,000 | AID 1347120;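 note: potency is the fitted concentration of half-maximal effect; plate controls were DMSO vehicle for no effect and reference control for full effect; nearly all actives have a fitted effect of over 55% in size; some results filed as inactive show a strong effect at the top dose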
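Quantitative HTS measuring growth restoration of FUS-toxic yeast. Galactose-induced cells (OD 0.005) were exposed 24hr at 30C to compounds at several concentrations, then absorbance at 600 nm was recorded.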
aSyn rescue: inhibitors of alpha-synuclein toxicity in yeast; Yeast expressing alpha-synuclein, growth rescue, BacTiter-Glo, 24 h; hit rate 0.14% among 370,000; Potency, µM (highest dose often 46.1 µM), without a hit: at the top dose growth rescue (activation), hits mostly activators; note: potency is the fitted concentration of half-maximal effect; % of control where 0% means no effect; nearly all actives have a fitted effect of over 65% in size
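Screening used galactose-induced yeast with toxic alpha-synuclein levels, exposed to compound for 24 hr at 30 deg C. Cell growth, read with BacTiter-Glo luminescence, gave the measured signal.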
D3 ag: D3 dopamine receptor (human) agonism | P35462 | hit rate 0.58% among 410,000 | max activation, % | AID 652048 | D3R DiscoveRx beta-arrestin cells, luminescence, 90 min; in the data active = max activation above about 30%; note: 0% is about no effect; mostly tested at two doses, the higher about 12 µM
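Agonist mode: compounds and dopamine controls were applied to plated cells for 90 min at 37 degrees C after an overnight attachment at 1500 cells/well. Luminescent read-out followed 30 - 60 minutes at room temperature with DiscoveRx detection reagent.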
Abeta rescue: compounds reversing amyloid beta toxicity in yeast. hit rate 0.063% among 410,000. Potency, µM (doses to about 46.1 µM), without a hit: top-dose growth rescue, usual class: activators. yeast expressing A-beta42, growth rescue, OD600, 48 h; response scale: 0% DMSO, 100% iron-clioquinol control; note: potency is the fitted concentration of half-maximal effect; nearly all actives have a fitted effect of over 55% in size
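Growth rescue measured by 600 nm absorbance after 48 h yeast culture at 30 C with compound. Values normalized between DMSO and an equimolar ferric chloride plus clioquinol control.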
TDP-43 yeast inh: TDP-43 toxicity inhibition in yeast; AID 652104; hit rate 1.8% among 410,000; TDP-43 expressing yeast growth rescue, BacTiter-Glo, 24 h; Potency, µM (titrated, usually from 46.1 µM), inactives show top-dose growth rescue (activation), usual class: activators; note: potency is the fitted concentration of half-maximal effect; % of control where 0% means no effect; nearly all actives have a fitted effect of over 50% in size
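Cell-based yeast growth screen: TDP-43 expression induced in galactose, inoculum OD600=0.02 after raffinose pregrowth to mid-log. Read-out BacTiter-Glo luminescence at 24 hr, 30 deg C; inhibition of toxicity seen as signal increase.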
D3 antag: blocks the human D3 dopamine receptor | AID 652054 | max response, negative = inhibition, % | D3R cells, DiscoveRx beta-arrestin luminescence, antagonist mode; active compounds read low | hit rate 2.5% among 360,000; in the data active = max response below about -50%; inconclusive = no clear call, values can overlap the other calls; note: % is set by controls: 0 for no effect and ±100 for the full control effect; mostly tested at two doses, the higher about 12 µM
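Cells plated overnight at 1500 cells/well, then exposed to library compounds with dopamine controls for 90 minutes at 37 degrees C. DiscoveRx reagent added for 30–60 minutes at room temperature; luminescence read, quantitative HTS format.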
EPAC2 antagonist: EPAC2 (human) antagonism | Q8WZA2 | EPAC2 GEF exchange of Rap1B-BODIPY-GDP, fluorescence | Potency, µM (titrated, usually from 114 µM), for inactives: top-dose activity, negative = inhibition, usual class: inhibitors | hit rate 0.18% among 360,000 | AID 720708; note: potency is the fitted concentration of half-maximal effect; % is set by controls: 0 for no effect and ±100 for the full control effect; nearly all actives have a fitted effect of over 45% in size; many of its hits are not listed in these tables
Starred values were filed as active, the others as inactive; u = inconclusive; x = no result given; & = joins results of further samples; [ ] = remark or other dose. Unless noted, calls come from the whole dose curve; as a rule, active = well fitted curve in the direction sought with a large enough effect; inconclusive = small, poorly fitted or top-dose-only effect, or another doubt; inactive = no such curve, though single readings can be large; an effect the other way counts as inactive or inconclusive.

SMILES	EPAC2 agonist	FUS suppressor	aSyn rescue	D3 ag	Abeta rescue	TDP-43 yeast inh	D3 antag	EPAC2 antagonist
COc1ccc(CC(=O)Nc2cccc(-c3nnc(-c4cccc(C)c4)o3)c2)cc1OC	12%	-2%	2%	23	9%	14%	5	2%
CC1CCCCN1C(=O)CSc1nnc(-c2ccccc2Cl)o1 (stereo not given)	x	24%	x	-1	-7%	20%	x	x
CCC(C)C(CO)NCCCn1cnc(C(=O)Nc2ccc(C)c(C)c2)n1 (stereo not given)	2%	-22%	0%	6	-13%	-9%	7	-2%
O=[N+]([O-])c1ccc(N2CCN(CCOCCO)CC2)c([N+](=O)[O-])c1	8%	-19%	-5%	1	-2%	5%	10	8%
Cc1cc(C(=O)NC2CCCc3c2cnn3-c2ccccc2F)nc(C)n1 (stereo not given)	0%	x	2%	-8	-18%	13%	u	-3%
CCn1c(=O)c(-c2cc(=O)[nH][nH]2)c(O)c2ccccc21	4%	32µM*	-1%	-2	-1%	-4%	-3	3%
CCOc1ccc(-c2nc(CCl)cs2)cc1	7%	-11%	3%	2	2%	-2%	-1	-8%
COc1ccc(OC)c(/C=C/C(=O)OCC(=O)NCc2ccco2)c1	10%	-2%	13%	0	-1%	10%	-5	-7%
CCN(CC)Cc1c(O)c(Cl)cc2c3c(c(=O)oc12)CCCC3	-6%	35%	-14%	-20	-82%[inhibitor]	-2%	-8	-5%
CC(C)c1ccccc1N=C1SCCN1C1CCS(=O)(=O)C1 (stereo not given)	1%	-12%	-8%	-4	17%	2%	-2	-1%
Cc1c(C(=O)NC(=S)Nc2ccc3c4c(cccc24)CC3)cccc1[N+](=O)[O-]	4%	2%	-5%	-2	4%	-5%	-28	-4%
CCc1ccc(NC(=O)c2oc3c(c2C)-c2[nH]ncc2CC3)cc1	x	18%	x	5	-11%	u	x	x
Cc1ncc([N+](=O)[O-])n1Cc1ccccc1F	0%	-24%	4%	0	2%	-25%	14	17%
COc1ccc(C)cc1S(=O)(=O)NCC(c1ccc(N(C)C)cc1)N1CCc2ccccc21 (stereo not given)	x	u	x	-21	-2%	-19%[9.22 µM]	x	x
COC(=O)c1ccccc1NC(=O)c1ccc2c(c1)C(=O)N(Cc1ccco1)C2=O	-84%[inhibitor][15.6 µM]	-20%	-8%	7	8%	-3%	0	2%
N=c1c2c3c(sc2ncn1CCN1CCOCC1)CCCCC3	10%	12%	0%	0	18%	-5%	4	0%
CN1C[C@@H]2C(c3ccc(Cl)nc3)C3(c4cccnc4)CC2(C3)[C@H]1c1ccccc1 (stereo not given in full)	7%	10%	-12%	3	-1%	9%	21	10%
CCOc1cccc(NC(=O)c2sc3nc(-c4ccc(F)cc4)ccc3c2N)c1	x	19%	x	-2	-14%	9%	x	x
CCNC(=O)CC1C(=O)N(c2ccc(F)cc2)C(=O)N1Cc1cccs1 (stereo not given)	3%	21%	-2%	-4	-21%	-8%	-5	9%
COc1ccc(OC)c(CCNC(=O)CCc2cn(C)c3ccccc23)c1	5%	18%	9%	5	-1%	3%	-5	-13%
CCn1cc(C(=O)NCCc2ccc(OC)c(OC)c2)c(=O)c2cc(S(=O)(=O)N3CCOCC3)ccc21	-5%	3%&28%	-1%	19&3	5%&9%	-9%&22%	14	6%
Cc1cc(C)n2nc(SCn3nnc4ccccc4c3=O)nc2n1	0%	u	0%	-1	3%	0%	-19	5%
Cc1ccc(-c2cc(C(F)(F)F)n3nc(-c4cccc(Br)c4)cc3n2)cc1	x	-9%	x	4	-12%	1%	x	x
Cc1ccc(NC(=O)c2cc([N+](=O)[O-])ccc2N2CCOCC2)cc1C	3%	24%	7%	1	-9%	13%	u	-3%
CC(=O)N1N=C(c2ccc(C)cc2)CC1c1cn(-c2ccccc2)nc1-c1cccs1 (stereo not given)	x	1%	x	2	-5%	24%	x	x
Cc1ccc(C(=O)N/C(=C\c2cn(C)c3ccccc23)C(=O)OCCN(C)C)cc1	5%	4%	9%	-12	5%	6%	0	1%
Fc1cccc(Cc2noc(CN3CCN(c4cnccn4)CC3)n2)c1	9%	15%	-12%	9	-4%	8%	4	3%
COc1ccc(/C=C2\SC(=S)N(C(C(=O)O)c3ccccc3)C2=O)c(OC)c1 (stereo not given)	-6%	32%	-10%	4	7%	11%	-25	u
COc1ccccc1N1CCN(c2cc(=O)n(-c3ccc(Cl)cc3)c(=O)[nH]2)CC1	11%	10%	0%	0	2%	28%	1	-2%
CCN(C(=O)c1ccc(C(=O)N(CC)c2ccccc2C)cc1)c1ccccc1C	x	8%	x	23	-11%	u	x	x
CC(C)c1ccc(/C=C2\SC(=S)N(CCC(=O)NCCCn3ccnc3)C2=O)cc1	-6%	36%	8%	8	2%	-12%	1	-14%
COc1ccc(NC(=O)c2ccccc2C)c(OC)c1	12%	-11%	2%	1	4%	9%	-19	-4%
O=C(NCc1ccccc1)c1ccc(=O)[nH]n1	6%	-14%	1%	-14	-6%	17%	-20	5%
COc1ccc(C(=O)NC2CCN(C(=S)Nc3ccc(C)c(C)c3)CC2)cc1	-8%	-1%	-4%	-3	-12%	9%	-15	1%
COC(=O)c1ccc(CN(c2ccccc2OC)S(=O)(=O)c2cccs2)o1	17%	u	-5%	-8	14%[9.22 µM]	2%	u	14%
COc1cc(Nc2nc(SCC(=O)c3ccc(Br)cc3)nc3ccccc23)cc(OC)c1	x	u	x	11	-1%	17%	x	x
COc1ccc(/C=C/C(=O)OCC(=O)Nc2ccc(S(N)(=O)=O)cc2)cc1OC	9%	-9%	-3%	-1	-6%	1%	-1	-5%
O=C(NCCc1ccccc1)c1nn(-c2ccccc2F)nc1CO	x	0%	x	-14	-1%	16%	x	x
CCn1c(NCc2ccco2)nc2c1c(=O)n(C)c(=O)n2C	3%	6%	0%	4	3%	7%	31	6%[57.1 µM]
CC1Sc2ccc(C(=O)NCc3cccc(C(F)(F)F)c3)cc2NC1=O (stereo not given)	3%	-6%	-5%	-1	-16%	12%	-27	-5%
Cc1ccc2nc(SCC(=O)Nc3ccc(F)cc3F)nc(=O)n2c1	-4%	1%	11%	4	-10%	16%	23	8%
CC(=O)N1N=C(c2ccc(Br)cc2)CC1c1cn(C)c2ccccc12 (stereo not given)	1%	x	u	4	5%	25µM*	22	-4%
CCOC(=O)c1cn(Cc2ccccc2)nn1	4%	-6%	2%	1	-5%	15%	-5	6%
CCCN(C(=O)c1cccc(S(=O)(=O)N2CCN(Cc3ccccc3)CC2)c1)C1CCS(=O)(=O)C1 (stereo not given)	2%	2%	-4%	1	3%	15%	7	3%
Cc1cccc2cc(CN(CCCO)C(=O)Nc3ccccc3Cl)c(=O)[nH]c12	0%[15.6 µM]	1%	7%	-1	11%	14%	0	-2%
COC(=O)c1cc(NC(=O)CCc2c(C)nc3nc(C)nn3c2C)cc(C(=O)OC)c1	x	-11%	x	0	-7%	9%	x	x
COc1ccc(CNC(C)C23CC4CC(CC(C4)C2)C3)c(OC)c1OC (stereo not given)	7%	-24%	1%	1	12%	8%	-1	0%

A draw from above in order of formula weight, rising:
SMILES	EPAC2 agonist	FUS suppressor	aSyn rescue	D3 ag	Abeta rescue	TDP-43 yeast inh	D3 antag	EPAC2 antagonist
CCOC(=O)c1cn(Cc2ccccc2)nn1	4%	-6%	2%	1	-5%	15%	-5	6%
COc1ccc(CNC(C)C23CC4CC(CC(C4)C2)C3)c(OC)c1OC (stereo not given)	7%	-24%	1%	1	12%	8%	-1	0%
COC(=O)c1cc(NC(=O)CCc2c(C)nc3nc(C)nn3c2C)cc(C(=O)OC)c1	x	-11%	x	0	-7%	9%	x	x

Among those listed so far, these have fluorine:
SMILES	EPAC2 agonist	FUS suppressor	aSyn rescue	D3 ag	Abeta rescue	TDP-43 yeast inh	D3 antag	EPAC2 antagonist
Cc1cc(C(=O)NC2CCCc3c2cnn3-c2ccccc2F)nc(C)n1 (stereo not given)	0%	x	2%	-8	-18%	13%	u	-3%
Cc1ncc([N+](=O)[O-])n1Cc1ccccc1F	0%	-24%	4%	0	2%	-25%	14	17%
CCOc1cccc(NC(=O)c2sc3nc(-c4ccc(F)cc4)ccc3c2N)c1	x	19%	x	-2	-14%	9%	x	x
CCNC(=O)CC1C(=O)N(c2ccc(F)cc2)C(=O)N1Cc1cccs1 (stereo not given)	3%	21%	-2%	-4	-21%	-8%	-5	9%
Cc1ccc(-c2cc(C(F)(F)F)n3nc(-c4cccc(Br)c4)cc3n2)cc1	x	-9%	x	4	-12%	1%	x	x
Fc1cccc(Cc2noc(CN3CCN(c4cnccn4)CC3)n2)c1	9%	15%	-12%	9	-4%	8%	4	3%
O=C(NCCc1ccccc1)c1nn(-c2ccccc2F)nc1CO	x	0%	x	-14	-1%	16%	x	x
CC1Sc2ccc(C(=O)NCc3cccc(C(F)(F)F)c3)cc2NC1=O (stereo not given)	3%	-6%	-5%	-1	-16%	12%	-27	-5%
Cc1ccc2nc(SCC(=O)Nc3ccc(F)cc3F)nc(=O)n2c1	-4%	1%	11%	4	-10%	16%	23	8%

A portion of the library; rates above refer to the full screens.
